# NSD2 inh: inhibitors of human histone methyltransferase NSD2; inhibition, % at 12.5 µM; NSD2 peptide methylation, AlphaScreen, 120 min; O96028; AID 743445; 310,000 tested, 0.54% active; in the data active means inhibition above about 50%
# Keap1-Nrf2 PPI: disrupts human Keap1 binding to Nrf2 peptide. Q14145. Keap1 Kelch-Nrf2 peptide fluorescence polarization, 1536-well. inhibition, % at 9.4 µM. 340,000 tested, 0.15% active; in the data active means inhibition above about 12%;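 further: human Keap1 Kelch domain with fluorescein labeled Nrf2 9mer peptide probe; 0% = neutral control wells and 100% = peptide positive control; higher means more block of Keap1 binding to Nrf2 peptide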
# SR-BI uptake up: SR-BI HDL lipid transfer activation. CHO ldlA[mSR-BI] cells, DiI-HDL uptake fluorescence, 3 h; 100 = double the neutral-control signal. AID 504775. activation, % at 12.5 µM. 320,000 tested, 0.096% active;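 active means mean replicate activation of at least 60% and every replicate at or above 60%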;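 further: 0% = median plate neutral-control signal and 100% = twice that signal; values of inactives mirror those of a sister screen read the other way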
#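 Material – SR-BI-overexpressing, LDLR-lacking CHO cells · Medium – BSA-supplemented, HEPES-buffered Ham's F12, pH 7.4 · Doses – single concentration · Times – compound with DiI-HDL co-incubation, 3 h at 37 °C · Measured by – bottom-read fluorescence, 550/595 nm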
# PvdQ acylase: P. aeruginosa PvdQ acylase inhibition. purified PvdQ acylase, fluorescence plate reader. inhibition, % at 10 µM. 340,000 tested, 0.063% active. AID 488965; in the data active means inhibition above about 30%, passing the limit was not always enough;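 further: 0% = vehicle neutral wells and 100% = reference inhibitor wells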
# PKA-R2B activ: PKA-R2B complex activation. 340,000 tested, 0.079% active. activation, % at 11.4 µM. PKA-R2B holoenzyme dissociation, Cy5-IP20 fluorescence polarization; R2B truncated from residue 108, S112A mutant; 0% DMSO only, 100% 113 µM cGMP;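 active means activation above a cutoff set at the mean over all compounds plus 3 SD, cut at about 18% in these data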;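 further: higher means more holoenzyme dissociation and a rise in polarization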
# Target sequence (P31323 whole entry, looked up, other chains not shown, the tested form may be a part): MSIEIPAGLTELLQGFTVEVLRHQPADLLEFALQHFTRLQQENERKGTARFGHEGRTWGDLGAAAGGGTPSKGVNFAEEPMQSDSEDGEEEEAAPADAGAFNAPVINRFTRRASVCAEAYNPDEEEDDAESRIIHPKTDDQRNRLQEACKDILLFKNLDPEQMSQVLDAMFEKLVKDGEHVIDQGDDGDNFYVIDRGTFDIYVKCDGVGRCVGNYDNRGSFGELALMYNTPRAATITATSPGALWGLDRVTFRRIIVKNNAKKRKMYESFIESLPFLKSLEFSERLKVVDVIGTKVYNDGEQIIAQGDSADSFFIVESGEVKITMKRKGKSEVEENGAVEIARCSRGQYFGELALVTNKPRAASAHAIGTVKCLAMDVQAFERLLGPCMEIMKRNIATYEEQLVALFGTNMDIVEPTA
# Cardiac RTF inh: cardiac RTF calcium desensitization; P19429+P45379; IANBD-labeled cardiac RTF, Ca2+ fluorescence; inhibition, % at 7.15 µM; 340,000 tested, 0.12% active; AID 493244;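 active means inhibition above the mean inhibition of all tested compounds plus 3 SD, cut at about 17% in these data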;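 further: assay run at fixed EC70 calcium of 1.6 mM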
# SR-BI DiI inh: mouse SR-BI HDL lipid transfer inhibition; Q61009; ldlA[mSR-BI] CHO cells, DiI-HDL uptake fluorescence, 3 h; inhibition, % at 12.5 µM; 320,000 tested, 0.96% active; AID 488896;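 active means mean replicate inhibition of at least 70% and a set share of replicates each scoring 70 or more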;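 further: 0% = median of neutral control wells and 100% = median of positive control wells; values of inactives mirror those of a sister screen read the other way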
# Target sequence (Q61009 whole entry, looked up): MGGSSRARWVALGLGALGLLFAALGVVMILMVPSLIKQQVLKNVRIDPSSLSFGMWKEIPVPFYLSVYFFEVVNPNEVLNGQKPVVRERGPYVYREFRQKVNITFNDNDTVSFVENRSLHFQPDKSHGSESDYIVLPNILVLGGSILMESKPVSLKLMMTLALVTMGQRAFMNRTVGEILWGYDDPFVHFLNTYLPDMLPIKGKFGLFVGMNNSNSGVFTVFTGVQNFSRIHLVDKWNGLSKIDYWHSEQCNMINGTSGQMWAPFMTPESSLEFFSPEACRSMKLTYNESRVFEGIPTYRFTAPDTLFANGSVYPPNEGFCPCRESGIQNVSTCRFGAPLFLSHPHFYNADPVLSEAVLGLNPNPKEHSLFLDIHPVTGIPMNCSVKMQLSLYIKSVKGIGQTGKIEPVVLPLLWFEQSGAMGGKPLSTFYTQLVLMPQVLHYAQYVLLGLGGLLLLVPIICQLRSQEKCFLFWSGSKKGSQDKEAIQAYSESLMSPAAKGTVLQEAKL
# DAGLB inh: blocks human DAGLB lipase activity. HEK293T DAGLB membrane lysate, EnzChek fluorogenic substrate. inhibition, % at 5.17 µM. 340,000 tested, 0.059% active. AID 504411; in the data active means inhibition above about 34%;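 further: 0% = enzyme with vehicle and 100% = wells lacking enzyme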
# C-LANA FP: KSHV C-LANA DNA binding inhibition; inhibition, % at 9 µM; 340,000 tested, 0.078% active; MBP-C-LANA/FAM-LBS DNA binding, fluorescence polarization;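 active means highest replicate inhibition at or above 60% at 9 µM, even if other replicates fall short; inactive means all replicates below 60% inhibition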;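 further: 0% = neutral control wells and 100% = 4 µM acridine orange control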
# Arrestin-AP2 inh: inhibitors of human beta-arrestin and AP2 interaction; FITC-arrestin peptide / GST-AP2 beads, flow cytometry; AP2 beta2 appendage carries R879A mutation; inhibition, % at 10 µM; 340,000 tested, 0.31% active;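 active means inhibition above a set limit, near 3 SD of compounds lacking own fluorescence, cut at about 54% in these data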;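 further: plate controls were DMSO wells for no effect and 5 µM unlabelled arrestin peptide for full effect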
#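 Material – AP2 appendage R879A on GSH beads · Buffer or medium – PBS with 0.05% Tween 20 and 0.1% BSA · Probe or stimulus – fluorescein-tagged arrestin peptide at 50 nM final · Incubation – compound with beads 12 min RT, then probe 1 h RT · Detection – high-throughput flow cytometry of beads, ex 488, em 535 nm · Evaluation – percent response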
# * hit, by the source's call; / = not tested or not shown. Compounds were not picked by outcome; about 2.1% have a hit in one of these screens.
SMILES,NSD2 inh,Keap1-Nrf2 PPI,SR-BI uptake up,PvdQ acylase,PKA-R2B activ,Cardiac RTF inh,SR-BI DiI inh,DAGLB inh,C-LANA FP,Arrestin-AP2 inh
Cn1c(N2CCN(c3ccccn3)CC2)nc2c1c(=O)n(Cc1ccc(Cl)cc1)c(=O)n2C,0,-3,-5,-18,-8,2,5,-2,0.5,4
CCOc1cc(CNCC(C)C)c(Cl)cc1OCC(=O)Nc1ccccc1,9,-2,-62,-9,-5,-5,62,-3,-1.4,9
CCC(C)NC(=O)c1cnn2c1NC(c1ccc3c(c1)OCO3)CC2C(F)(F)F (configuration not stated),-1,-6,2,-13,9,-3,-2,-1,0.7,-3
O=C(O)c1cc(N2C(=O)CCC2=O)ccc1Cl,-5,0,3,-7,1,-4,-3,0,0.3,-3
O=S(=O)(Nc1ccc(-c2ccc3nncn3n2)cc1)c1cc(F)ccc1F,0,1,11,-2,-7,1,-11,3,-1.8,-11
COc1cc(/C=C/C(=O)OC2CC3CCC2(C)C3(C)C)ccc1O (configuration not stated),/,-6,-23,-5,-9,-6,23,-7,0.4,7
Cc1ccc(O)c(C(=O)/C=C/c2ccc3c(c2)OCCCO3)c1,0,2,11,5,-9,1,-11,-6,-1.0,-8
O=C(OC1CCOC1=O)c1ccc(Cl)c(S(=O)(=O)N2CCOCC2)c1 (configuration not stated),2,-2,22,-12,-1,3,-22,1,2.2,-7
O=C(Nc1cc(Cl)cc(Cl)c1)C1CC(=O)N(C2CCCC2)C1 (configuration not stated),-1,-1,-16,-18,-7,-6,16,1,0.9,-3
COc1ccc(/C(N)=N/OC(=O)CSc2ccccc2)cc1OC,-3,-2,-6,-18,-1,6,6,-6,-0.3,0
COc1cc(C2Nn3c(nnc3-c3ccccc3OC)S2)ccc1O (configuration not stated),2,2,-5,-6,3,-9,5,-5,-1.8,3
C#CCOCCOCCOCCNc1nc(N2CCN(C(=O)[C@H](CCCCN)n3cc([C@@H](N)C(C)CC)nn3)CC2)nc(N2CCN(C(=O)[C@H](CCCCN)n3cc([C@@H](N)CC(C)C)nn3)CC2)n1 (some centres not stated),/,-10,8,-18,-6,-5,-8,2,-9.7,-13
CN(C)C(=O)CSc1nnc2sc3ccccc3n12,-2,1,34,-19,1,-19,-34,-3,-2.6,2
CC1(C)C2CCC(C2)C1(C)NC(=O)CN1CCN(Cc2ccccc2)CC1 (configuration not stated),6,4,35,-3,-9,-12,-35,-3,0.6,-6
Cc1cccc(NC(=O)N[C@@H](C)C(=O)O)c1,6,2,19,-9,-4,0,-19,0,-0.8,2
Cc1ccc(NS(=O)(=O)c2cc([N+](=O)[O-])ccc2NNC(=S)Nc2cccc(Cl)c2)c(C)c1,/,1,-95,-3,3,-5,95*,44*,0.2,7
CC(C)(C)NC(=O)C(c1ccncc1)N(C(=O)Cn1nnc(-c2ccc(F)cc2)n1)c1cccc(F)c1 (configuration not stated),-1,1,-7,-7,-2,-2,7,0,-0.2,25
CN(C(=O)c1ccc(NC(=O)C2CCN(C(=O)OC(C)(C)C)CC2)cc1)C1CCC1,/,-4,-44,-14,5,-12,44,-3,2.7,8
CCOc1ccc(-c2nn3c(-c4ccccc4)nnc3s2)cc1,2,1,-7,1,-8,3,7,-1,1.3,26
CN(C(=O)CC1C(=O)NCCN1Cc1ccc(F)cc1Cl)C1CCCCC1 (configuration not stated),4,-13,3,-7,5,-5,-3,-1,-0.4,1

# Part of the list above, as labelled records.
CC(C)(C)NC(=O)C(c1ccncc1)N(C(=O)Cn1nnc(-c2ccc(F)cc2)n1)c1cccc(F)c1 (configuration not stated)
  NSD2 inh: -1; Keap1-Nrf2 PPI: 1; SR-BI uptake up: -7; PvdQ acylase: -7; PKA-R2B activ: -2; Cardiac RTF inh: -2; SR-BI DiI inh: 7; DAGLB inh: 0; C-LANA FP: -0.2; Arrestin-AP2 inh: 25

CN(C(=O)c1ccc(NC(=O)C2CCN(C(=O)OC(C)(C)C)CC2)cc1)C1CCC1
  NSD2 inh: /; Keap1-Nrf2 PPI: -4; SR-BI uptake up: -44; PvdQ acylase: -14; PKA-R2B activ: 5; Cardiac RTF inh: -12; SR-BI DiI inh: 44; DAGLB inh: -3; C-LANA FP: 2.7; Arrestin-AP2 inh: 8

CCOc1ccc(-c2nn3c(-c4ccccc4)nnc3s2)cc1
  NSD2 inh: 2; Keap1-Nrf2 PPI: 1; SR-BI uptake up: -7; PvdQ acylase: 1; PKA-R2B activ: -8; Cardiac RTF inh: 3; SR-BI DiI inh: 7; DAGLB inh: -1; C-LANA FP: 1.3; Arrestin-AP2 inh: 26

CN(C(=O)CC1C(=O)NCCN1Cc1ccc(F)cc1Cl)C1CCCCC1 (configuration not stated)
  NSD2 inh: 4; Keap1-Nrf2 PPI: -13; SR-BI uptake up: 3; PvdQ acylase: -7; PKA-R2B activ: 5; Cardiac RTF inh: -5; SR-BI DiI inh: -3; DAGLB inh: -1; C-LANA FP: -0.4; Arrestin-AP2 inh: 1

# More structures.
SMILES,NSD2 inh,Keap1-Nrf2 PPI,SR-BI uptake up,PvdQ acylase,PKA-R2B activ,Cardiac RTF inh,SR-BI DiI inh,DAGLB inh,C-LANA FP,Arrestin-AP2 inh
O=C(CN1CCOCC1)NNC(=S)Nc1ccc(Cl)cc1,-2,-5,0,-14,-5,6,0,0,-1.2,0
O=C(Nc1ccccc1Oc1cccnc1)C1CCCN(Cc2cccc(Cl)c2)C1 (configuration not stated),8,3,7,0,-1,7,-7,0,14,-10
O=C(CSc1nc2ccccc2s1)N/N=C/c1ccco1,1,-6,15,5,6,0,-15,-1,-0.7,2
Cc1ccc(SCCC(=O)Nc2ccc(Br)c(C)c2)cc1,-3,2,14,3,-7,4,-14,-21,0.6,11
CC(=O)c1ccc(OCCOc2ccc(Cl)c3cccnc23)cc1,-1,-4,15,-18,-7,-3,-15,1,1.0,-10
CC(C)(C)OC(=O)N[C@H](/C=C/c1ccccc1)C(=O)OC(C)(C)C,/,2,-43,4,-4,-4,43,-14,-1.4,0
Cc1cccc(Oc2ccc3c(c2)cc(C(=O)O)n3C)c1,-1,-3,43,9,0,3,-43,0,-1.5,13
Cc1ccc(-c2nc(-c3cccnc3)sc2CC(=O)O)cc1,/,-4,29,-13,2,1,-29,0,6.3,-17
CCOc1ccccc1NC(=O)Nc1cccc(C(C)=O)c1,-4,4,-78,-3,-7,-2,78*,2,0.6,-7
O=C(CCCc1ccccc1)Nc1cccc2c1CCCC2,-2,-4,-27,-20,15,-5,27,-10,1.5,2
COc1ccc(C(=O)NNC(=O)c2cc3cc(OC)ccc3oc2=O)cc1,1,2,3,8,-8,1,-3,-2,0.2,14
O=c1oc2ccccc2cc1-c1nc2c(s1)CCCC2,-9,1,-22,-6,-3,-2,22,-7,1.5,3
O=C1Cc2cc(S(=O)(=O)N3CCN(c4ccccc4)CC3)ccc2N1,/,0,-10,1,-7,2,10,2,0.2,2
O=C(CN(C(=O)Cn1nnc(-c2cccs2)n1)c1ccc2c(c1)OCCO2)NCc1ccccc1,-3,3,-33,-13,-6,-2,33,-3,-1.4,-3
O=S(=O)(c1ccc(C2CCCCC2)cc1)N1CCOCC1,-2,-6,23,4,-12,-14,-23,-6,2.4,19
CCN1C(=O)c2cccc3c(NC(=O)c4ccc(OC)c(OC)c4)ccc1c23,/,1,-40,-7,-9,-9,40,4,5.9,8
COC(=O)CSc1ccc2nnc(-c3ccc(F)cc3)n2n1,-2,3,10,27,-7,-5,-10,-2,1.0,33
Cc1ccc(C(NC(=O)N2CCN(C)CC2)C(Cl)Cl)cc1F (configuration not stated),-3,-1,17,-8,7,-3,-17,0,0.6,-7
CCOc1ccccc1NC(=O)CSc1nnc(NC(=O)c2ccco2)s1,/,3,14,14,5,0,-14,2,-1.0,23
COc1cccc(-c2cc(CC3(O)CCN(CCCc4ccccc4)CC3)on2)c1,/,1,0,-2,2,-6,0,-1,1.0,34

# Next section (two carried over from the part before).
SMILES,NSD2 inh,Keap1-Nrf2 PPI,SR-BI uptake up,PvdQ acylase,PKA-R2B activ,Cardiac RTF inh,SR-BI DiI inh,DAGLB inh,C-LANA FP,Arrestin-AP2 inh
CCOc1ccccc1NC(=O)CSc1nnc(NC(=O)c2ccco2)s1,/,3,14,14,5,0,-14,2,-1.0,23
COc1cccc(-c2cc(CC3(O)CCN(CCCc4ccccc4)CC3)on2)c1,/,1,0,-2,2,-6,0,-1,1.0,34
Cc1nc(SCC(=O)NC2CCCC2)c2c(C)c(C)sc2n1,-3,-4,6,-13,2,0,-6,-2,-0.3,1
O=C1N=c2ccc(Br)cc2=C1c1sc(=S)n(NS(=O)(=O)c2ccccc2)c1O,-3,53*,6,-6,4,7,-6,3,0.3,4
CC(C)Oc1ccc(S(=O)(=O)N2CCCCC2)cc1NC(=O)C1CCCC1,/,2,6,4,-10,-3,-6,-6,0.3,18
O=C(CCC1CCCCC1)NCc1ccccn1,0,1,30,6,4,-3,-30,-3,-2.0,22
CN(C(=O)COC(=O)C1CCN(S(=O)(=O)c2ccc3c(c2)OCCO3)CC1)C1CCS(=O)(=O)C1 (configuration not stated),/,-3,12,-12,-4,12,-12,-3,1.5,-14
O=C1CC(Nc2ccc(N3CCOCC3)cc2)C(=O)N1c1cccc(C(F)(F)F)c1 (configuration not stated),/,-1,/,2,-9,4,/,15,0.1,39
NS(=O)(=O)c1ccc(-c2ccc(/C=N/Nc3ccc(C(=O)O)cc3)o2)cc1,8,-4,/,7,0,0,/,3,3.4,38
COc1ccc(CNC(=O)CCNS(=O)(=O)c2cc(Br)cnc2N)cc1,0,-4,-5,2,5,0,5,2,-0.5,7
CCc1nc2ccc(C(=O)NCCCN3CCN(c4ccccc4F)CC3)cc2nc1CC,6,0,-51,2,-4,2,51,-4,-1.2,21
